Ecoli viability: reduces bacterial viability in AddAB counter-screen | E. coli V3065 growth, OD600 absorbance, 18 h | inhibition, % at 11.9 µM | hit rate 0.27% among 330,000;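 active = inhibition above the campaign's mean inhibition across all tested compounds plus 3 SD, cut at about 9.9% in these data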;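 note: uninfected addAB+ strain grown without phage in ampicillin broth; 0% = DMSO wells and 100% = ciprofloxacin 0.95 µg/ml wells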
PKA-R1A act: PKA-R1A complex activation; hit rate 0.083% among 340,000; PKA-R1A dissociation, Cy5-IP20 fluorescence polarization; scaled: DMSO 0%, 113 µM cGMP 100%; activation, % at 11.4 µM;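 active = percent activation above the mean of all tested compounds plus 3 SD, cut at about 19% in these data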;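 note: higher means more PKAc released from R1A so a rise in polarization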
PfHsp90 yeast 2: inhibits growth of yeast expressing Plasmodium falciparum Hsp90; S. cerevisiae expressing PfHsp90, BacTiter-Glo ATP, 48 h; yeast lacking PDR1 and PDR3 efflux regulators; inhibition, % at 9.4 µM; hit rate 0.32% among 310,000; AID 504621;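 active = every replicate shows inhibition above about 80%, whatever the replicate mean, limit read from the data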;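 note: 0% = DMSO neutral controls and 100% = 20 µM radicicol positive controls; yeast relying on Plasmodium falciparum Hsp90 in place of its own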
phage Ecoli inh: E. coli growth loss with phage present. hit rate 0.26% among 360,000. growth absorbance. inhibition, % at 11.9 µM; in the data active = inhibition above about 11%
MOR-DOR ag: OPRM1-OPRD1 heterodimerization agonism; P35372+P41143; cells, luminescence; activation, % at 9.3 µM; hit rate 0.3% among 340,000; in the data active = activation above about 18%;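 note: 0% = vehicle-treated cells and 100% = reference agonist; values of inactives mirror those of a sister screen read the other way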
AddAB inh: less growth of phage-infected E. coli with AddAB | E. coli expressing H. pylori AddAB, absorbance growth | hit rate 0.29% among 330,000 | inhibition, % at 11.9 µM; in the data active = inhibition above about 12%;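 note: 0% = vehicle wells of infected cells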
OPRM1-OPRD1 inv: mu-delta opioid heterodimer inverse agonism; cell-based MOR-DOR heterodimer luminescence; inhibition, % at 9.3 µM; hit rate 0.21% among 340,000; in the data active = inhibition above about 22%, passing the limit was not always enough;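 note: 0% = cells with DMSO and 100% = wells without cells with DMSO; values of inactives mirror those of a sister screen read the other way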
HTR5A ag: activates human HTR5A in OPRM1-OPRD1 agonist counter-screen. P47898. HTR5A agonist assay, luminescence, cell-based. activation, % at 9.3 µM. hit rate 0.61% among 340,000; in the data active = activation mostly above about 9.5%, no sharp cut-off; inactive = mostly below about 7.6%;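 note: 0% = cells with vehicle only and 100% = reference agonist; strong numbers were not always called active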
Target sequence (P47898 whole entry, looked up): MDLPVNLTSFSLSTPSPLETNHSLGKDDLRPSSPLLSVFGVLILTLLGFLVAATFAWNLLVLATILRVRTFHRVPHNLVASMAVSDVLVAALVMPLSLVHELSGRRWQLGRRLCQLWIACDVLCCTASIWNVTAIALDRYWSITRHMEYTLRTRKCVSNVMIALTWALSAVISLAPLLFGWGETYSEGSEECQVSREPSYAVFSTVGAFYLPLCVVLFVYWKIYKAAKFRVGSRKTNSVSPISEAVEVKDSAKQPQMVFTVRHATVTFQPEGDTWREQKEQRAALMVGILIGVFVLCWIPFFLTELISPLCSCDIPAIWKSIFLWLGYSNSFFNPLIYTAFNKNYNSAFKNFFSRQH
Pemphigus Ab inh: inhibitors of pemphigus antibody binding to human desmoglein-3. binding (percent of control), % at 10 µM. DSG3-coupled beads, scFv-anti-DSG3-GFP binding, flow cytometry; active compounds read low. P32926. hit rate 0.48% among 310,000;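 active = binding more than 3 SD below its plate's average and above zero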;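 note: hits lower antibody fragment binding to DSG3; some compounds called inactive have numbers as strong as hits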
SUMO Mot1 rescue: SUMOylation pathway inhibition by Mot1-301 growth rescue; hit rate 1% among 320,000; AID 2716; S. cerevisiae Mot1-301 growth rescue, ATP luminescence, 38.5C; percent above DMSO median, 100 means doubled; growth rescue, % at 18.8 µM;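 active = every valid replicate shows activation above 250% relative to neutral control wells; inactive = the rest, any valid replicate at or below 250%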;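 note: OY570 slx delta 5 strain wells were the positive control but not used for scaling; some compounds called inactive have numbers as strong as hits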
HTR5A inv ag: HTR5A inverse agonism, opioid heterodimer counter-screen | P47898 | HTR5A cell line, luminescence | inhibition, % at 9.3 µM | hit rate 0.083% among 340,000 | AID 504634; in the data active = inhibition mostly above about 23%, no sharp cut-off; inactive = mostly below about 18%;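 note: 0% = cells with DMSO and 100% = no-cell wells with DMSO; some compounds called inactive have numbers as strong as hits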
An asterisk follows results filed as active; · = no result given. Outcome played no part in choosing rows. Share with any hit: about 3.2%.

SMILES	Ecoli viability	PKA-R1A act	PfHsp90 yeast 2	phage Ecoli inh	MOR-DOR ag	AddAB inh	OPRM1-OPRD1 inv	HTR5A ag	Pemphigus Ab inh	SUMO Mot1 rescue	HTR5A inv ag
COc1ccc(CN2CCN(C3CCC3)CC2CCO)cc1C (stereo unspecified)	-1.6	-9.0	2.2	2.4	-1.7	0.2	8.2	-1.7	114.0	-2.1	5.7
COc1ccc(-n2nnc3c(SCc4ccccc4)ncnc32)cc1	3.7	11.0	-9.7	2.7	-1.2	0.5	7.0	-5.3	98.7	-3.1	0.9
Cc1no[n+]([O-])c1COc1ccc(/C=N/n2nnnc2N)cc1	0.2	0.9	-6.0	2.4	-2.8	1.4	13.7	-2.4	102.2	-5.9	6.8
Cc1ccc(S(=O)(=O)NC(=O)Nc2ncc3c(n2)CC(c2ccco2)CC3=O)cc1 (stereo unspecified)	1.6	-7.0	-23.0	2.4	-2.0	-0.2	14.4	-0.9	104.2	375.9	13.7
CCOC(=O)c1[nH]c(C)c(C(=O)OCCOc2cccc(C)c2)c1C	1.4	-6.9	-15.3	0.9	5.7	0.3	-32.4	0.8	103.8	6.7	-2.9
O=C1/C(=C/c2ccccc2O)SC(=S)N1Cc1cccnc1	-0.4	6.4	7.2	0.3	-1.2	4.5	7.8	-5.4	86.2	-11.6	13.4
Cc1cccc(NC(=O)Nc2cnccn2)c1C	0.8	-10.0	21.9	-0.2	-1.8	2.6	7.2	-8.1	110.8	11.6	20.8
O=C(CNS(=O)(=O)c1ccc(Cl)c(C(F)(F)F)c1)NC1CCCCCC1	1.1	0.0	-2.4	0.3	6.7	1.2	-27.1	-1.6	79.1	-23.9	3.8
O=C(OCC(=O)N1CCCC1)c1cccc(Br)c1	-0.1	11.4	3.8	2.6	-2.4	2.5	15.2	2.9	88.9	188.3	-1.0
O=C(O)c1cccc(CN2C(=O)S/C(=C/c3ccccc3[N+](=O)[O-])C2=O)c1	-1.3	-3.6	18.6	-1.3	-0.9	-0.3	4.5	0.1	93.6	9.6	-0.2
O=c1cc(O)c2sc(Nc3cccc(C(F)(F)F)c3)nc2[nH]1	-1.2	3.5	-4.7	2.1	1.0	1.6	-5.4	5.4	100.3	-1.3	-19.7
CC(C)(C)c1ccc(C(=O)Nc2ccc(CC(=O)O)cc2)o1	-2.3	-5.7	28.8	4.0	-3.3	0.2	17.7	1.4	100.6	-7.7	-4.4
O=C(Cn1c(-c2ccccn2)nc2ccccc21)NCCN1CCOCC1	1.1	-6.1	-6.3	0.2	·	0.7	·	·	108.1	-16.0	·
Cc1c(NC(=O)CN2CCN(c3ccc(F)cc3)CC2)c(=O)n(-c2ccccc2)n1C	-0.1	-8.1	11.3	3.2	-2.1	2.8	9.7	1.2	108.3	13.3	-10.9
COc1ccccc1CN1CC(C(=O)NCc2cc(C(C)C)no2)CCC1=O (stereo unspecified)	-0.8	-0.3	4.4	1.9	-2.5	2.0	13.5	1.7	102.1	-11.1	-3.4
CN(C)S(=O)(=O)c1cccc(NC(=O)C2CCN(S(=O)(=O)c3cccs3)CC2)c1	-0.9	0.1	·	2.4	1.5	-0.8	-7.8	1.9	94.4	-12.1	-6.6
CN(C)CC(C)(C)CNC(=O)CC1C(=O)NCCN1Cc1ccc(-c2ccccc2)cc1 (stereo unspecified)	-1.0	1.9	-11.2	6.8	-1.2	0.8	7.2	4.5	104.2	93.4	-11.7
COc1ccc(CCNC(=S)NC2CCN(Cc3ccccc3)CC2)cc1OC	-0.4	-4.1	-7.0	4.3	-2.3	0.7	11.4	-3.6	102.7	-7.2	9.4
COc1ccc(CNCCS(=O)(=O)NCc2ccccc2)cc1	·	-3.1	5.1	1.8	-2.6	·	12.3	-1.9	96.1	·	7.3
Cc1noc(C)c1COc1cccc(C(=O)N2CCc3ccccc32)c1	1.1	-5.2	6.1	1.4	1.7	-0.8	-7.8	5.4	·	-12.2	3.6
Cc1nc2sc(C(c3ccco3)N3CCc4ccccc4C3)c(O)n2n1 (stereo unspecified)	3.4	-9.3	-16.8	1.0	-0.7	0.6	4.0	-3.1	82.8	3.5	-1.9
Cc1ccc2c(c1)c1cccc3c1n2CCN3CCC(N)=O	0.2	-6.6	-6.1	·	2.4	-0.3	-11.9	3.8	102.5	349.8	-9.3
Cn1c(SCc2ccccc2)nnc1-c1ccc(O)cc1	3.1	-4.4	11.0	-1.0	2.1	2.0	-10.5	-6.2	111.1	-6.4	23.1
C#CCOCCOCCOCCNc1nc(N2CCN(C(=O)[C@H](CCCCN)n3cc([C@@H](N)CO)nn3)CC2)nc(N2CCN(C(=O)[C@H](Cc3ccc(O)cc3)n3cc([C@@H](N)CC(C)C)nn3)CC2)n1	-1.9	-0.3	9.8	1.3	-2.5	0.7	14.5	-3.4	109.5	20.4	9.1
O=C(COC(=O)c1cccnc1Cl)c1ccc(Cl)s1	2.4	-6.3	-6.0	1.2	-5.1	2.5	19.6	-1.0	·	-1.3	4.7

Four entries picked at random from those above, as already listed:
SMILES	Ecoli viability	PKA-R1A act	PfHsp90 yeast 2	phage Ecoli inh	MOR-DOR ag	AddAB inh	OPRM1-OPRD1 inv	HTR5A ag	Pemphigus Ab inh	SUMO Mot1 rescue	HTR5A inv ag
Cc1ccc2c(c1)c1cccc3c1n2CCN3CCC(N)=O	0.2	-6.6	-6.1	·	2.4	-0.3	-11.9	3.8	102.5	349.8	-9.3
Cc1noc(C)c1COc1cccc(C(=O)N2CCc3ccccc32)c1	1.1	-5.2	6.1	1.4	1.7	-0.8	-7.8	5.4	·	-12.2	3.6
O=C(O)c1cccc(CN2C(=O)S/C(=C/c3ccccc3[N+](=O)[O-])C2=O)c1	-1.3	-3.6	18.6	-1.3	-0.9	-0.3	4.5	0.1	93.6	9.6	-0.2
O=C(CNS(=O)(=O)c1ccc(Cl)c(C(F)(F)F)c1)NC1CCCCCC1	1.1	0.0	-2.4	0.3	6.7	1.2	-27.1	-1.6	79.1	-23.9	3.8

(further entries)
SMILES	Ecoli viability	PKA-R1A act	PfHsp90 yeast 2	phage Ecoli inh	MOR-DOR ag	AddAB inh	OPRM1-OPRD1 inv	HTR5A ag	Pemphigus Ab inh	SUMO Mot1 rescue	HTR5A inv ag
CCC(=O)OCn1nnc2ccccc2c1=O	-1.8	-0.5	5.5	2.4	-1.1	-0.7	5.9	-1.4	102.0	11.9	7.0
COc1ccc(Nc2ccc(C(N)=O)cc2[N+](=O)[O-])cc1	1.5	15.3	-7.7	3.5	-0.6	-1.1	3.3	1.1	104.6	6.9	-3.0
O=C(NCC(F)(F)F)Nc1ccccn1	2.9	2.0	·	0.7	0.4	-1.8	-1.9	-1.6	102.9	6.3	3.8
CCOc1cccc(C(=O)NC(=S)Nc2ccc(N3CCN(CC)CC3)cc2)c1	0.4	-5.0	-4.8	0.8	-0.5	2.2	2.4	-1.8	110.6	11.1	4.9
O=C(CCNC(=O)c1ccc([N+](=O)[O-])cc1)Nc1cccc(S(=O)(=O)N2CCOCC2)c1	0.9	-5.2	·	1.8	-0.5	2.0	1.9	6.9	107.4	-2.2	13.4
CCN(CC(=O)NC1CCCCCC1)S(=O)(=O)c1ccccc1	-0.5	-7.4	-4.4	0.4	-2.3	-0.2	13.0	1.2	116.9	-15.5	-15.7
Cc1c(NC(=O)C23CC4CC(CC(C4)C2)C3)c(=O)n(-c2ccccc2)n1C	-2.8	2.9	0.2	1.3	-2.9	1.2	13.8	-2.1	98.6	-1.7	7.8
CSCCC(NC(=O)c1c(C)oc2c1CCCC2)C(=O)O (stereo unspecified)	-1.2	2.4	·	1.9	-3.0	2.3	17.3	-0.3	106.2	-21.0	-11.0
O=C(CCS(=O)(=O)c1ccc(Br)cc1)NCCc1ccc(Cl)cc1	2.0	3.3	22.6	0.2	2.0	-0.6	-9.8	2.9	100.5	53.1	-10.7
C=C(C)C1Cc2c(C)nn(-c3ccccc3)c2C1 (stereo unspecified)	1.8	-10.1	11.2	-1.8	5.8	2.1	-33.5	-7.6	100.8	-2.5	-13.4
COC(=O)C1ON2OC(C(=O)OC)C(C(=O)OC)C2C1CC(C)=O (stereo unspecified)	0.1	-5.0	8.2	-1.1	-1.7	-0.1	9.7	5.1	103.3	-7.4	-10.2
O=C(CCc1nnc(CCCCc2ccccc2)o1)N1CCCC(O)C1 (stereo unspecified)	-1.7	-11.2	22.3	1.4	-2.1	0.4	11.0	4.7	98.8	275.7*	0.6
CCCNc1c(N)c(=O)c1=O	3.6	·	12.1	1.5	·	1.7	·	·	93.1	-7.5	·
COc1ccc(NC2=Nc3ccccc3N[C@@]23C[C@H]2CCCC(=O)N4CC[C@@H](C3)[C@@H]24)cc1	·	12.3	-1.0	2.3	-1.1	·	6.3	2.1	96.8	·	1.3
COc1ccc(CCC(=O)NNC(=S)NCc2ccc(F)cc2)cc1	-1.6	14.0	-2.6	3.2	-1.7	1.8	8.7	-0.2	101.0	15.7	-33.5
COc1ccc(C(C)=O)cc1CSc1nnc(-c2ccncc2)o1	-3.6	7.5	-23.0	2.2	-0.7	-0.7	3.5	3.5	101.6	44.9	-13.1
CC(C)(C)NC(=O)C(c1ccncc1)N(C(=O)Cn1nnc(-c2ccc(F)cc2)n1)c1ccc(F)cc1 (stereo unspecified)	0.8	-6.8	-7.3	3.9	-0.1	0.2	0.5	0.5	95.8	11.9	-1.2
COC(=O)c1ccc(Oc2cc(C)nc(SC)n2)cc1	-0.5	-12.9	-4.1	2.9	-0.7	5.3	3.7	3.9	101.1	0.3	-4.2
CCOC(=O)N1CCN(C(=O)/C(=C/c2cccc3ccccc23)NC(=O)c2ccc(OC)cc2)CC1	-0.2	9.4	-0.3	2.5	-0.7	1.0	3.9	4.0	95.8	10.5	-17.1
CCCC1=[N+](CC(=O)c2ccc(C)cc2)CCn2cccc21	-1.7	-18.5	10.5	1.2	1.1	6.8	-5.6	-3.8	101.5	-3.5	14.0
Cc1ccc(-c2nnc(N)o2)cc1	-1.5	-21.3	2.4	4.5	-2.0	0.3	11.1	-4.2	·	-0.3	-21.5
O=C(C[C@H]1C[C@H](C(=O)N2CCCCC2)[C@@]2(CCc3ccccc3)c3[nH]c4ccc(Cl)cc4c3CCN2C1=O)NCCCn1ccnc1	0.5	-4.1	-13.3	0.7	-4.0	-2.5	19.4	1.5	98.9	·	-5.4
O=c1[nH]cnc(O)c1C(c1cccc([N+](=O)[O-])c1)c1c(O)nc[nH]c1=O	-1.8	-16.2	-6.1	-0.3	-4.0	-3.2	20.3	-2.7	87.8	-18.9	3.4
CC1(C)CC(=O)C=C(c2ccc(Oc3ccccc3)cc2)C1	2.7	6.9	-27.8	2.5	4.8	1.0	-21.9	4.1	106.9	18.1	-21.2
